Screening results from PubChem BioAssay.
LDHA inh = blocks human lactate dehydrogenase A. P00338. activity change, % (values are at about 110 or 230 µM). AID 1347041. actives 0.15% (n = 480,000). purified LDHA, NADH/diaphorase-resazurin fluorescence; hits give low values; in the data active = activity change below about -30%; inconclusive = mostly about -25% to -30%;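 note: plate controls were DMSO wells for no effect and wells without enzyme for full effect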
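Human LDH5 (2 nM) was incubated with 0.06 mM NADH and 0.2 mM pyruvate for 5 min at room temperature in Tris pH 7.4. Remaining NADH was coupled through diaphorase/resazurin, and resorufin fluorescence was read at 0 and 20 min.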
RGS4 inhibitor = human RGS4 inhibition | Potency, µM (series often up to 114 µM), inactives show top-dose activity change, negative = inhibition, hits mostly inhibitors | P49798 | actives 0.039% (n = 390,000) | Transcreener GDP fluorescence polarization, RGS4-accelerated GTP hydrolysis | AID 504845; note: potency is the fitted concentration of half-maximal effect; % is set by controls: 0 for no effect and ±100 for the full control effect; nearly all actives have a fitted effect of over 75% in size; some results filed as inactive show a strong effect at the top dose
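MLSMR compounds (23 nl, pin-transferred) preincubated 10 min at room temperature with a 500nM (2x) first reagent, then RGS4 at 900nM (2x) plus Transcreener GDP mix added; fluorescence polarization (620/688 nm) read before and after 90 min at 30 °C.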
Pol beta inh = DNA polymerase beta (human) inhibition; P06746; Pol beta primer extension/strand displacement, fluorescence kinetic; Potency, µM (highest dose often 114 µM), for the others: at the highest dose activity change, negative = inhibition, most hits filed as inhibitors; actives 1.3% (n = 340,000); note: potency is the fitted concentration of half-maximal effect; % is set by controls: 0 for no effect and ±100 for the full control effect
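Pol beta (10 nM) and compounds were preincubated 15 min at room temperature, then 50 nM substrate (final) started primer extension/strand displacement. Reads were taken at 0 and 10 min; concentration-response data were fitted to a four-parameter Hill equation.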
POLK inh = DNA polymerase kappa (human) inhibition. Potency, µM (series often up to 107 µM), without a hit: top-dose activity, negative = inhibition, most hits filed as inhibitors. purified Pol kappa, fluorescent DNA synthesis assay, 10 min. actives 0.53% (n = 400,000). Q9UBT6; note: potency is the fitted concentration of half-maximal effect; % is set by controls: 0 for no effect and ±100 for the full control effect
Target sequence (Q9UBT6 whole entry, looked up): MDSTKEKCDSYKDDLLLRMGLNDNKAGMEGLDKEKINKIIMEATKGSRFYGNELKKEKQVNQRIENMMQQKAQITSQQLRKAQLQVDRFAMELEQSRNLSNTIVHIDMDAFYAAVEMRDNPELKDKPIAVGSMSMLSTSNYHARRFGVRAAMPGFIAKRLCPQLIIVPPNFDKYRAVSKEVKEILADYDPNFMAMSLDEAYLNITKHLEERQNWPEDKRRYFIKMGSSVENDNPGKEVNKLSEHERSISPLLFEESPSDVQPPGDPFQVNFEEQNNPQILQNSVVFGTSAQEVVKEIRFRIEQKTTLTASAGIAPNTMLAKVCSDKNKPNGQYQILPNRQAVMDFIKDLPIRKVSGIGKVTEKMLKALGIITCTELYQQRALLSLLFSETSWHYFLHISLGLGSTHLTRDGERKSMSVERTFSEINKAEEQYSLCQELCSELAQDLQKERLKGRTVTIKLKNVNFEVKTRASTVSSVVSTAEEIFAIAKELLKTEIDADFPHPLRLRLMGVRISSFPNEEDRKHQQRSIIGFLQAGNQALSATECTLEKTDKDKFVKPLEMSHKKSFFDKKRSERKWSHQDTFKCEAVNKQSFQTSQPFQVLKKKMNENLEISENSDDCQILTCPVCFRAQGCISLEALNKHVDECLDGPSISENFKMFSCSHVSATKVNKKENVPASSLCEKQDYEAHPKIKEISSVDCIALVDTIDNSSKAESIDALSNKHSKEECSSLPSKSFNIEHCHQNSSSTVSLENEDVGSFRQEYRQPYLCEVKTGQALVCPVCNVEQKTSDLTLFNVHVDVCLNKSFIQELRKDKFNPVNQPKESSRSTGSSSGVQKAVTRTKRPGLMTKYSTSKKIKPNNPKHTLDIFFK
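Pol kappa 10 nM + cpd, 15 min RT; start w/ substrate 50 nM final; fluorescence kinetic read, 0 and 10 min. Neg ctrl: buffer, no enzyme.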
ERG Ets-DNA blk = ERG Ets/DNA interaction inhibition; P11308; fluorescence polarization, His-ERG Ets domain / labelled DNA; Potency, µM (top dose mostly 76.9 µM), without a hit: top-dose FP activity, negative = inhibition, actives largely listed as inhibitors; actives 0.028% (n = 370,000); active = well fitted inhibition curve with a large enough effect in the polarisation, with a control signal flat; inconclusive = small, poorly fitted or top-dose-only effect, or effect the other way, or a change in a side signal; inactive = no such curve, though single readings can be large or run the other way; the % refers to the polarisation;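 note: polarization taken with two DNA probes labelled with fluorescein and Texas red; potency is the fitted concentration of half-maximal effect; % of control where 0% means no effect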
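His-tagged ERG Ets domain (1 uM in the protein solution; 300mM KCl, 50mM Tris-HCl, 1mM EDTA, 1mM DTT, pH 7.5) received compound, then a probe mix of 5 nM fluorescein-DNA and 100nM Texas-615-DNA. Fluorescence polarization was read for both dyes.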
Apoferritin bind = candidate novel general anesthetic via apoferritin binding; P02791; apoferritin/1-aminoanthracene competitive binding, fluorescence; Potency, µM (doses to about 77.5 µM), for inactives: at the top dose activity change, negative = displacement, actives largely listed as inhibitors; actives 0.074% (n = 350,000); note: potency is the fitted concentration of half-maximal effect; % is set by controls: 0 for no effect and ±100 for the full control effect; nearly all actives have a fitted effect of over 20% in size
Target sequence (P02791 2-175 limits assumed): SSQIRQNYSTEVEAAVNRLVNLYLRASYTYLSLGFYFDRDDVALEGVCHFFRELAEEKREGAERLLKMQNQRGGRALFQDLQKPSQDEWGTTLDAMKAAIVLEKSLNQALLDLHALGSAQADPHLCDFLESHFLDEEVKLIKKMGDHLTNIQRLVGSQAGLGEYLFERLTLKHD
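Concentration-response curves derived by four-parameter Hill fitting of normalized fluorescence, where compounds displaced 1-AMA from 10 uM horse apoferritin following a brief 10 min room-temperature incubation; propofol titration acted as positive control.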
ALOX12 inh = ALOX12 (human) lipoxygenase inhibition; purified 12hLO, xylenol orange hydroperoxide absorbance; AID 1671190; P18054; actives 1.1% (n = 580,000); Potency, µM (highest dose often 108 µM), without a hit: at the highest dose activity change, negative = inhibition, usual class: inhibitors; note: potency is the fitted concentration of half-maximal effect; % is set by controls: 0 for no effect and ±100 for the full control effect
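Purified human 12hLO (150 nM final) in 25 mM Hepes, 0.01% Triton X-100, pH 7.0 was preincubated 15 min at room temperature with compound. Then 40 uM arachidonic acid was added, 30 min. Hydroperoxide was read by Fe-XO absorbance ratio 573/405 nm.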
APE1 inh = blocks human APE1 abasic DNA cleavage; actives 0.35% (n = 350,000); AID 2517; recombinant APE1, TAMRA/BHQ-2 abasic DNA cleavage fluorescence; P27695; Potency, µM (highest dose often 65.8 µM), without a hit: at the top dose activity change, negative = inhibition, most hits filed as inhibitors;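 note: potency is the fitted concentration of half-maximal effect; plate controls were vehicle for no effect and reference inhibitor for full effect; nearly all actives have a fitted effect of over 55% in size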
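APE1 at 0.75 nM final was preincubated with compound 15 min at room temperature, then 50 nM double-stranded THF abasic-site substrate (5'-TAMRA/3'-BHQ-2) was added. Fluorescence (ex 525/em 598 nm) was read kinetically; third-minus-first read gave activity.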
POLH inh = blocks human DNA polymerase eta activity | Q9Y253 | recombinant Pol eta, fluorescent DNA replication assay | Potency, µM (highest dose often 114 µM), inactives show at the top dose activity change, negative = inhibition, usual class: inhibitors | actives 1.2% (n = 390,000) | AID 588591; note: potency is the fitted concentration of half-maximal effect; % is set by controls: 0 for no effect and ±100 for the full control effect
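Fluorescent replication assay: 50 nM final substrate added after a 15 min room-temperature compound preincubation with 10 nM enzyme. Signal taken at 0 min and again at 10 min.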
* marks the source's active call; other numbers are inactive results; i = inactive; ? = inconclusive; . = not tested or not shown; [ ] = remark or other dose. Unless noted, calls come from the whole dose curve; as a rule, active = well fitted curve in the direction sought with a large enough effect; inconclusive = small, poorly fitted or top-dose-only effect, or another doubt; inactive = no such curve, though single readings can be large; an effect the other way counts as inactive or inconclusive. Not all compounds are listed; count on the stated rates, not on these rows.

Under each structure: LDHA inh	RGS4 inhibitor	Pol beta inh	POLK inh	ERG Ets-DNA blk	Apoferritin bind	ALOX12 inh	APE1 inh	POLH inh
1) N=c1c2c3c(sc2ncn1N)CCCC3
    3	-7%	-2%	20%	-8%	?	131%[activator]	?	-7%
2) CC1CCCN(S(=O)(=O)c2ccc([N+](=O)[O-])cc2)C1 (stereo not given)
    0	-7%	86%	1%	-4%	-10%	-4%	0%	-11%
3) OC(CNCc1ccccc1F)COc1cccc2ccccc12 (stereo not given)
    -7	-3%	24%	-1%	-2%	-10%	-16%	5%	-16%
4) O=S(=O)(NCc1ccccn1)c1cc(OCC(F)(F)F)ccc1OCC(F)(F)F
    -5	11%	-4%	-8%	41%[activator]	-7%	?	0%	-5%
5) COc1ccc(S(=O)(=O)NCCCCOc2ccc(Cl)cc2)cc1
    -3	34%	0%	-13%	-12%	-2%	?	-15%	-10%
6) Cc1cc(C)n2nc(C(=O)OCC(=O)N(C)CC(=O)Nc3ccccc3Cl)nc2n1
    -2	-16%	.	-7%	-13%	.	-5%	1%	-17%
7) COc1ccc(CCC(C)NCc2cccc(Br)c2)cc1 (stereo not given)
    1	0%	3%	-7%	-19%	-12%	27%	4%	-4%
8) CCOC(=O)Cn1nc(NC(=O)COc2ccc(F)cc2)cc1C
    -2	-14%	?	-4%	0%	-5%	i	-18%	-14%
9) Cc1ccc(CNC(=O)CC2(CC3=NS(=O)(=O)c4ccccc4N3)CCCC2)cc1
    -1	4%	0%	-1%	4%	6%	3%	-12%	-19%
10) CCn1nc(C)cc1C(=O)OCC(=O)c1ccc(Cl)cc1
    0	10%	-21%	6%	13%	-2%	?	-3%	-13%
11) O=C(CN1CCN(C/C=C/c2ccccc2)CC1)Nc1ccccc1C(=O)NC1CC1
    -20	10%	-8%	0%	1%	-12%	-5%	0%	-1%
12) COCCNCc1cc(C)n(-c2cc(S(=O)(=O)N3CCOCC3)ccc2N2CCCC2)c1C
    -9	?	.	-6%	34%[activator]	.	-20%	.	-19%
13) COc1cccc(CNC(=O)N[C@@H](CC(C)C)C(=O)O)c1
    -4	-15%	4%	-11%	-9%	-2%	0%	-1%	?
14) Cc1c(C(=O)NCCN(C)C)oc2c1-c1nn(Cc3ccccc3Cl)cc1CC2
    22	5%	-1%	5%	-7%	51%[activator]	-23%	.	-10%
15) CC(C)C(=O)Nc1nc2cc3c(cc2s1)OCCO3
    -9	30%	28%	-11%	3%	-2%	12%	2%	3%
16) Cc1nn(CC(=O)N2CCCCC2)c(=O)c2nn(-c3ccccc3)c(C)c12
    -2	-13%[56.9 µM]	7%	13%	6%	-18%	15%	94%	-6%
17) O=C(CSc1nnc2scc(-c3ccc(Cl)cc3)n12)Nc1ccc(F)cc1
    -13	-13%	-21%	-11%	-1%	2%	-13%	.	.
18) O=Cc1s/c(=N\S(=O)(=O)c2ccccc2)n(CCCCl)c1Cl
    -3	?	?	1%	6%	-22%	?	2%	-13%
19) COC(=O)Cc1[nH]n(-c2nc3ccccc3s2)c(=O)c1C(C)=Nc1ccc(OC)cc1
    3	-4%	-31%	9%	-12%	4%	?	5%	-1%
20) Clc1ncn(C23CC4CC(CC(C4)C2)C3)n1
    -2	31%	24%	1%	4%	?	-13%	1%	-26%
21) O=C(Nc1ccccc1Cl)c1ccc(COc2ccc3c(c2)CCC3)cc1
    -7	-12%	4%	-5%	-3%	3%	16%	-1%	-10%
22) COc1ccc(OC)c(C2C(C(=O)c3cccs3)=C(O)C(=O)N2c2cc(C)on2)c1 (stereo not given)
    0	6%	-9%	-5%	4%	-15%	?	-1%	-4%
23) COCCCNC(=O)[C@H](CSCc1ccccc1)N1Cc2ccccc2C1=O
    -6	15%	3%	-12%	4%	-2%	4%	2%	-1%
24) COc1ccc(CCNC(=O)c2cc3c(s2)-c2ccccc2OC3)cc1OC
    -3	?	?	-15%	-11%	292%[activator]	-27%	.	-9%
25) Cc1cc(C)cc(NC(=O)c2cnc3sc(N4CCCC4)nn3c2=O)c1
    6	-12%	-1%	0%	0%	1%	-21%	.	-19%
26) Cc1cc(N=Cc2c(O)ccc3cc(Br)ccc23)no1
    22	-85%	44%	-19%	-3%	-9%	?	-1%	-19%
27) CCC(C(=O)O)n1nnc(-c2ccc(-c3ccc(OC)cc3)cc2)n1 (stereo not given)
    -7	-6%	-1%	-9%	.	-9%	23%	5%	0%
28) C/C(=N\NC(=O)c1cccc(C)c1O)c1ccc(NC(=O)Cc2ccccc2)cc1
    6	-16%	3%	-3%	-21%	-18%	9%	6%	-19%
29) COc1cccc(NC(=O)CN(C)C(=O)/C=C/c2ccc3ccccc3n2)c1
    1	-21%	.	-16%	9%	.	?	-15%	?
30) O=C(COC(=O)c1cccc(S(=O)(=O)N2CCCCC2)c1)NCc1ccccc1
    -7	16%	.	-5%	3%	.	6%	-35%	4%
31) COc1cccc(OCC(=O)NN=C2c3ccccc3-c3ccccc32)c1
    1	?	?	0%	-12%	-18%	?	3%	-25%
32) CCOC(=O)C1CCN(C(=O)Cn2nc(C)n3c(cc4sccc43)c2=O)CC1
    1	7%	24%	8%	-6%	-1%	2%	.	-2%
33) COc1cc(C[C@@H]2C(=O)OC[C@H]2Cc2ccc(OC)c(OC)c2)ccc1O
    -2	12%	.	8%	-11%	.	4%	9%	-23%
34) CN(C)c1cccc(C(=O)N2CCCC(CCC(=O)NCc3ccccc3F)C2)c1 (stereo not given)
    -3	-11%	2%	-4%	-1%	0%	7%	-19%	-6%
35) C=CCSc1nnc(CNS(=O)(=O)c2ccc(C)cc2)n1C
    -4	14%	22%	1%	-12%	-3%	20%	6%	0%
36) COCCn1c(=O)[nH]c(=O)c2cc(C(=O)c3cc(OC)ccc3O)cnc21
    4	-21%	6%	-13%	-9%	-7%	-17%	1%	?
37) O=[N+]([O-])c1ccc(O)c(C=Nc2ccc3nc(-c4ccccc4)[nH]c3c2)c1
    4	-14%	28µM*	-15%	1%	-3%	14%	1%	?
38) COCC(=O)N1CCC(n2nnc3cc(F)ccc32)CC1
    -7	22%	-12%	1%	2%	-7%	-14%	-3%	5%
39) COc1ccc(C2CC(c3cccs3)=NN2C(=O)COC(=O)C2CCCCC2)cc1OC (stereo not given)
    -2	-14%	20%	-13%	-5%	10%	45%[activator]	-5%	-23%
40) CCc1ccc(N2C(=O)C3CCCN3C2=S)cc1 (stereo not given)
    1	-25%	-22%	1%	-3%	-10%	-61%	36%	-20%

Exported as tab-separated lines: entries from further up
cpd	canonical_smiles	LDHA inh	RGS4 inhibitor	Pol beta inh	POLK inh	ERG Ets-DNA blk	Apoferritin bind	ALOX12 inh	APE1 inh	POLH inh
31	COc1cccc(OCC(=O)NN=C2c3ccccc3-c3ccccc32)c1	1	?	?	0%	-12%	-18%	?	3%	-25%
32	CCOC(=O)C1CCN(C(=O)Cn2nc(C)n3c(cc4sccc43)c2=O)CC1	1	7%	24%	8%	-6%	-1%	2%	.	-2%
33	COc1cc(C[C@@H]2C(=O)OC[C@H]2Cc2ccc(OC)c(OC)c2)ccc1O	-2	12%	.	8%	-11%	.	4%	9%	-23%
34	CN(C)c1cccc(C(=O)N2CCCC(CCC(=O)NCc3ccccc3F)C2)c1 (stereo not given)	-3	-11%	2%	-4%	-1%	0%	7%	-19%	-6%
35	C=CCSc1nnc(CNS(=O)(=O)c2ccc(C)cc2)n1C	-4	14%	22%	1%	-12%	-3%	20%	6%	0%
36	COCCn1c(=O)[nH]c(=O)c2cc(C(=O)c3cc(OC)ccc3O)cnc21	4	-21%	6%	-13%	-9%	-7%	-17%	1%	?
37	O=[N+]([O-])c1ccc(O)c(C=Nc2ccc3nc(-c4ccccc4)[nH]c3c2)c1	4	-14%	28µM*	-15%	1%	-3%	14%	1%	?
38	COCC(=O)N1CCC(n2nnc3cc(F)ccc32)CC1	-7	22%	-12%	1%	2%	-7%	-14%	-3%	5%
39	COc1ccc(C2CC(c3cccs3)=NN2C(=O)COC(=O)C2CCCCC2)cc1OC (stereo not given)	-2	-14%	20%	-13%	-5%	10%	45%[activator]	-5%	-23%
40	CCc1ccc(N2C(=O)C3CCCN3C2=S)cc1 (stereo not given)	1	-25%	-22%	1%	-3%	-10%	-61%	36%	-20%
